S3 lipid droplet: qHTS Assay for Lipid Storage Modulators in Drosophila S3 Cells; AID 2685; Drosophila S3 cells, BODIPY lipid droplet fluorescence, 18-24 h; cells fed with added oleic acid; lipid storage change, negative = inhibition, % at the top dose, mostly 46.1 µM; hits show Potency in µM; hit rate 0.64% among 320,000; active = well fitted inhibition curve with a large enough effect in the signal ratio, with a control signal flat, not every such curve was filed as active; inconclusive = small, poorly fitted or top-dose-only effect, or effect the other way, or a change in a side signal; the % refers to the signal ratio
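Drosophila S3 cells loaded with oleic acid (400 uM, as added) and compounds at several concentrations; lipid droplets imaged by 488-nm laser-scanning cytometry, 500–530 nm intensity and object ratio to cell channel. Percent activity normalized to 20 uM Triacsin C.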
S3 lipid droplet cell count max: recorded beside S3 lipid droplet, whose call it bears; cell number change, %; measured here: cell count max response;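 cells counted by Cell Tracker Red CMTPX staining in the red channel; peak over a dose series mostly up to 46.1 µM; percent activity relative to internal control wells on each plate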
Active calls of the source: *; i = inactive; ? = inconclusive; . = no result given. % is set by controls: 0 for no effect and ±100 for the full control effect; potency is the fitted concentration of half-maximal effect. The list is partial. The share of hits here may be higher or lower than overall.

SMILES	S3 lipid droplet	S3 lipid droplet cell count max
C#Cc1ccc(CN2CCN(CCCc3ccccc3)C(CCO)C2)cc1 (stereo unspecified)	?	.
C=CCn1c(SCC(=O)NCc2ccco2)nc2sc3c(c2c1=O)CCCC3	?	.
Cc1[nH]c(=S)[nH]c(=O)c1Cc1ccccc1	13.0%	0.5
CCOc1ncccc1C(=O)N1CCN(Cc2ccc3c(c2)OCO3)CC1	i	-29.9
COCCN(C(=O)COC(=O)/C=C/c1ccc(C)o1)c1c(N)n(Cc2ccccc2)c(=O)[nH]c1=O	i	-6.5
CCC(C)NC(=O)CCn1c(-c2ccc(F)cc2)cc(C(C)=O)c1C (stereo unspecified)	?	.
NC(=O)CSc1ncnc2c1cnn2Cc1ccccc1	i	.
COC(=O)c1cc(=O)nc2sc(-c3ccc(F)cc3)nn12	-22.2%	-20.8
CCCC(=O)Nc1ccc2c(c1)nc1n2CCN(C2CCCCC2)C1	-7.8%	11.8
N#Cc1c(Cl)nc(N/N=C/c2ccccc2)c(Cl)c1Cl	?	.
CCCCC1CCC(C(=O)N(CCOC)c2c(N)n(CCCC)c(=O)[nH]c2=O)CC1 (stereo unspecified)	20.7%	3.4
O=C(O)CCc1nnc(SCC(=O)Nc2ccc(Cl)c(C(F)(F)F)c2)[nH]c1=O	?	.
COc1cccc(Nc2c(F)c(OC)c(F)c(F)c2C(=O)O)c1	2.7%	3.4
O=C(Nc1ccc(F)cc1)c1cccnc1	?	.
Cc1cccc(CNC(=O)CCn2ccc3cc(S(=O)(=O)N4CCCC4)ccc32)c1	?	.
CCCOc1ccc(C2C(C(=O)c3ccc(C)o3)=C(O)C(=O)N2Cc2ccco2)cc1 (stereo unspecified)	-5.0%	0.8
O=C(CCc1ccccc1)NNC(=O)c1cc(Cl)ccc1O	5.4%	4.4
CC(C)COC(=O)CCn1[nH]c(=O)c2ccccc2c1=O	?	.
O=C1C(Cc2ccccc2)SC(=Nc2ccccc2)N1c1ccccc1 (stereo unspecified)	?	.
CCc1nnc(NS(=O)(=O)c2ccc(NC(=S)NC(=O)/C=C/c3ccc(F)cc3)cc2)s1	-5.6%	9.0
O=C(CCS(=O)(=O)c1cc(Br)cc2c1N(C(=O)C1CC1)CC2)N1CCN(c2ccccn2)CC1	i	.
CCCN1CC(=O)N2Cc3[nH]c4ccccc4c3C[C@H]2C1=O	i	.
Nn1cc(-c2ccccc2)nc1SCC(=O)NCCN1C(=O)CSC1=O	3.2%	-20.3
CCOc1ccc(CCNC(=O)CN2C(=O)c3cccnc3Oc3ccc(C)cc32)cc1OCC	?	.
Cc1ccccc1C(=O)N[C@H](C(=O)Nc1ccc(Cl)c(Cl)c1)C(C)C	-12.6%	-20.9
CCCC(=O)c1cc2cc(Cl)ccc2oc1=O	?	.
COc1ccc(CNC(=O)CSc2nc3nc(C)cc(C)n3n2)cc1	?	.
COc1ccc(S(=O)(=O)NCC2CCCO2)cc1C(=O)O (stereo unspecified)	-1.1%	10.7
CCn1c(=O)n(CC)c2cc(NC(=O)C(C)c3ccccc3)c(Br)cc21 (stereo unspecified)	?	.
Cn1c(=O)c2nc(Cl)c(-c3ccccc3)nc2n(C)c1=O	?	.
CCOc1ccc(CSCCNC(=S)Nc2ccccc2)cc1	?	.
CCC(C)c1c(O)nc(SCC(=O)N2CCOCC2)[nH]c1=O (stereo unspecified)	?	.
Cc1ccccc1-c1nc2ccccc2o1	?	.
Cc1ccc(NC(=O)c2scc3c2CCCC3)cc1	?	.
CN(Cc1ccccc1)C(=O)c1cc(=O)[nH]c2ccccc12	?	.
CCOc1ccc(N2C(=O)CC(N3CCc4ccccc43)C2=O)cc1 (stereo unspecified)	i	.
CCCCN(CC)CCNC(=O)c1cc2c(=O)[nH]c3ccccc3c2n1C	3.4%	-3.2
COc1cccc(CC(=O)OC(C)C(=O)Nc2ccc(N3CCOCC3)cc2)c1 (stereo unspecified)	?	.
Cc1nc(SCC(=O)N2CCC(C(N)=O)CC2)n[nH]1	?	.
COc1ccc(S(=O)(=O)N2CCOCC2)cc1NC(=O)CNC(=O)c1cccs1	?	.

Structures from the list above containing a COOH group, in the order listed:
SMILES	S3 lipid droplet	S3 lipid droplet cell count max
O=C(O)CCc1nnc(SCC(=O)Nc2ccc(Cl)c(C(F)(F)F)c2)[nH]c1=O	?	.
COc1cccc(Nc2c(F)c(OC)c(F)c(F)c2C(=O)O)c1	2.7%	3.4
COc1ccc(S(=O)(=O)NCC2CCCO2)cc1C(=O)O (stereo unspecified)	-1.1%	10.7

(continued)
SMILES	S3 lipid droplet	S3 lipid droplet cell count max
O=[N+]([O-])c1ccc(C2=Nc3cc(Cl)ccc3OC2)cc1	-8.3%	4.5
Cn1ncc(Cl)c1C(=O)NCc1ccc2c(c1)OCO2	-0.6%	.
CCOc1ccccc1NC1c2ccccc2C(=O)N1c1ccc(C)cn1 (stereo unspecified)	9.2%	1.7
COc1cc(C(=O)N2CCC(NC(=O)C(Cc3ccc(C)cc3)NC(C)=O)CC2)cc(OC)c1OC (stereo unspecified)	?	.
CCN(CC)CCNC(=O)c1cn(CC)c2ccc(S(=O)(=O)N3CCOCC3)cc2c1=O	?	.
COc1cc(CO)c(Br)cc1OCC(=O)Nc1ccccc1C	-9.1%	-15.6
CC(=O)N1N=C(c2cccc([N+](=O)[O-])c2)OC1(C)CC(=O)Nc1ccccc1 (stereo unspecified)	-2.0%	-20.7
COc1ccc(C(=O)Nc2cccc(-c3ccc(N4CCOCC4)nn3)c2)cc1OC	19.2%	-7.1
O=C(OC(C(=O)NC1CCCCC1)c1ccccc1)c1ccco1 (stereo unspecified)	-2.2%	-10.5
CSCCC(NS(=O)(=O)c1ccccc1F)C(=O)NCC(C)(C)N1CCOCC1 (stereo unspecified)	?	.
O=C(NCc1ccco1)c1ccc2c(c1)N(Cc1ccc(Cl)cc1)CCS2	?	.
N=c1oc2c3c4c(cc2cc1C(=O)Nc1ccccc1)CCCN4CCC3	5.8µM*	5.3*
CC1(C)Cc2c(c(-c3ccccc3Cl)[nH]c(=O)c2C#N)CO1	?	.
CCNc1nc(NCC)n2c(SCC(=O)Nc3cc(OC)ccc3OC)nnc2n1	-12.4%	.
CCN1C(=O)/C(=C/C=C2/CCCN2C)OC1=S	-12.2%	2.4
COc1ccc2oc(-c3ccccc3)c(C(N)=O)c2c1	?	.
CSCCC(=O)N1CCCC(CNC(=O)c2ccccc2Cl)C1 (stereo unspecified)	?	.
CC(=C\c1ccco1)/C=C1/SC(=S)N(CC(=O)O)C1=O	-12.2%	1.0
O=C(Cn1cc2c(n1)CCCCC2)Nc1ccc(F)cc1F	?	.
CS(=O)(=O)NC1c2cccc3cccc(c23)C1Sc1nncn1/N=C/c1ccco1 (stereo unspecified)	11.7%	-17.1
Cc1ccc(NC(=O)CS(=O)CC(=O)NC2CCN(Cc3ccccc3)CC2)c(C)c1 (stereo unspecified)	?	.
Cc1cc(C)c2c(c1)NC(C(=O)O)C1CC=CC21 (stereo unspecified)	?	.
Cc1cccc(CSc2nnc(-c3cnccn3)n2C)c1	8.3%	7.8
O=C(COC(=O)c1ccc2ncsc2c1)Nc1cccc(Cl)c1	?	.
Cc1cccc(N2C(S)=C(C#N)C(=O)NC23CCCCC3)c1	?	.
CNC(=S)NNC(=O)CCn1nc(C)c(Br)c1C	6.8%	2.3
O=C(Nc1ccc(S(=O)(=O)N2CCc3ccccc32)cc1)c1ccc2c(c1)OCO2	?	.
CCOC(=O)NC(=O)COC(=O)CNC(=O)c1cccc(OC)c1	?	.
c1ccc2nc(-c3ccc4c(c3)OCO4)ccc2c1	?	.
CCOC(=O)c1[nH]c(C)c(C(=O)NC2CCCC2)c1C	?	.
CCCC(=O)Nc1ccc(S(=O)(=O)Nc2cc(C)nc(C)n2)cc1	?	.
O=C(CCS(=O)(=O)c1cccc2nsnc12)NC1CCCCC1	-12.8%	18.2
CCCOc1ccc(-c2nnn(CC(=O)OCC)n2)cc1	9.8%	1.0
CCOC(=O)n1c(=O)oc2ccccc21	-1.9%	-8.9
Cc1ccc(-n2nc(C(=O)O)cc2-c2ccccc2Cl)cc1	4.8%	12.0
Nn1c(SCc2nc3ccccc3[nH]2)nnc1-c1ccccc1	-15.5%	-24.8
Cc1ccc(CNC(=O)/C=C/c2cccs2)cc1	15.9%	16.5
O=C(NCc1ccc2c(c1)OCO2)C1CCN(S(=O)(=O)N2CCCCC2)CC1	19.8%	-2.4
O=C(COC(=O)CCC(=O)c1cccs1)Nc1ccc(S(=O)(=O)N2CCOCC2)cc1	?	.
O=C(c1ccc2c(Cl)c3c(nc2c1)CCCC3)N1CCN(c2ccc(F)cc2)CC1	-0.9%	18.6
CN1CCN(c2ccc([N+](=O)[O-])cc2C(=O)N2CCCCC2)CC1	-9.5%	-24.1
CCC(C)(C)n1nnnc1C(c1cccnc1)N1CCC(Cc2ccccc2)CC1 (stereo unspecified)	7.6%	-2.0
C=CCNC(=O)c1ccccc1NC(=O)Nc1ccccc1	?	.
Cc1nc(Cl)sc1C(=O)NC(C)c1ccc(Cl)cc1 (stereo unspecified)	?	.
COc1ccc(Br)cc1-c1noc(-c2ccccc2)n1	?	.
CCN(CC)C(=O)c1ccc(C)c(Br)c1	i	.
O=C(Nc1ccc2oc(=O)ccc2c1)c1ccc(-c2ccccc2[N+](=O)[O-])o1	?	.
CC1CN(S(=O)(=O)c2cccc(C(=O)OC(C)C(=O)NC3CCCCC3C)c2)CC(C)O1 (stereo unspecified)	?	.
O=C(CSc1n[nH]c(-c2cccs2)n1)NCc1cccs1	-1.9%	-11.8
COc1cc(OC)cc(C(=O)NC(C(=O)Nc2ccc3nc(C)sc3c2)C(C)C)c1 (stereo unspecified)	8.8%	9.4
O=C1Nc2cc(Cl)ccc2C1(N1CCNCC1)C(F)(F)F (stereo unspecified)	-0.7%	10.3
COc1ccc(N2CC(C(=O)OCC(=O)NCc3ccccc3)CC2=O)cc1 (stereo unspecified)	-0.5%	4.6
Cc1cc(C)n2nc(SCc3cccc(S(=O)(=O)N(C)C)c3)nc2n1	?	.
C=CCc1cccc(/C=N/NC(=O)C(C)Nc2ccc(C)cc2)c1O (stereo unspecified)	?	.
COc1ccc(N2CCN(C(=O)COC(=O)COc3cc(C)cc(C)c3)CC2)cc1	?	.
O=C(NCCCN1CCOCC1)C(=O)N/N=C/c1ccc(F)cc1	14.2%	2.4
CC(C)N(C(=O)Cn1cc(S(=O)(=O)CC(=O)NCc2ccccc2)c2ccccc21)C(C)C	?	.
CCCOC(=O)c1ccc(NC(=O)c2ccoc2C)cc1	?	.
Cc1ccc(S(=O)(=O)N(CC(=O)N2CCOCC2)c2ccccc2F)cc1	i	-17.5
CCOc1cc(C)cc2oc(=O)cc(-c3ccccc3)c12	?	.

Six of the compounds above, as a markdown table:
| smiles | S3 lipid droplet | S3 lipid droplet cell count max |
| --- | --- | --- |
| O=C(CSc1n[nH]c(-c2cccs2)n1)NCc1cccs1 | -1.9% | -11.8 |
| O=C(Nc1ccc2oc(=O)ccc2c1)c1ccc(-c2ccccc2[N+](=O)[O-])o1 | ? | . |
| C=CCNC(=O)c1ccccc1NC(=O)Nc1ccccc1 | ? | . |
| COc1ccc(N2CC(C(=O)OCC(=O)NCc3ccccc3)CC2=O)cc1 (stereo unspecified) | -0.5% | 4.6 |
| COc1ccc(Br)cc1-c1noc(-c2ccccc2)n1 | ? | . |
| O=C1Nc2cc(Cl)ccc2C1(N1CCNCC1)C(F)(F)F (stereo unspecified) | -0.7% | 10.3 |

(more compounds)
SMILES	S3 lipid droplet	S3 lipid droplet cell count max
COc1ccc(NC(=O)CSc2ccccc2)cc1S(=O)(=O)N1CCCCC1	?	.
CCNc1nc(N)nc(-c2cc(Cl)ccc2OC)n1	3.66µM*	-11.6*
Nc1n[nH]c(-c2ccc([N+](=O)[O-])cc2[N+](=O)[O-])n1	14.4%	16.1
CCN(c1ccc(OC)cc1)S(=O)(=O)c1nnc(NC(=O)C(C)C)s1	?	.
CN(C)CCCNC(=O)c1ccc(-c2cc(O)c3ncccc3c2)cc1	-1.5%	0.1
CC(=O)N1N=C(c2ccccc2O)OC1(C)CC(=O)Nc1ccccc1 (stereo unspecified)	?	.
COC(=O)C1CN(C(=O)C(C)Oc2ccc(C(C)C)cc2)c2ccccc2O1 (stereo unspecified)	i	13.7
CC(=O)c1ccc2c(c1)Cc1cc(C(C)=O)ccc1-2	-0.3%	-20.4
N#Cc1c(SCC(N)=O)nsc1SCc1ccc(Cl)cc1	i	.
Cc1sc2nc(SC(C)C)nc(N)c2c1C	?	.
CC1CC(C)CN(S(=O)(=O)c2cc3c4c(c2)CCN4C(=O)CC3)C1 (stereo unspecified)	19.8%	27.8
CCc1ccc[n+](-c2[nH]c(=O)sc2/C=N/N=C(\[O-])c2ccncc2)c1	i	9.5
Cn1cccc1C(=O)NC1CCCCCC1	?	.
CCOC(=O)N1CCC(Nc2c(NCCCN3CCN(CC)CC3)c(=O)c2=O)CC1	?	.
O=C(O)C(Cc1c[nH]c2ccccc12)N1C(=O)C2C3c4ccccc4C(c4ccccc43)[C@@H]2C1=O (stereo partly specified)	-16.1%	-4.8
CC(C)CCNC(=O)CCCc1ccccc1	3.8%	.
CCOc1ccc(C2CC(=O)N(Nc3ccc([N+](=O)[O-])cc3[N+](=O)[O-])C2=O)cc1 (stereo unspecified)	-10.4%	8.9
CC(=O)Nc1ccc(NC(=O)CSc2ccc(C)cc2)cc1	?	.
O=C(Nc1ccccc1Cl)c1cnccn1	?	.
O=C(O)c1ccc(S(=O)(=O)N2CCCC2)cc1	-7.2%	11.4
CCC(=O)c1ccc(OCc2ccc(C(=O)OC)cc2)cc1	?	.

Assay outcomes as filed in PubChem BioAssay.
